mHTT CaM bind = mutant huntingtin-calmodulin interaction inhibitors – biochemical, AlphaScreen, primary screen; P42858; AlphaScreen His-mHTT/GST-CaM binding, luminescence; inhibition, % at 15 µM; 190,000 tested, 3.6% active;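 also: 0% = both proteins with DMSO and 100% = one protein alone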
Pf apPOL block = Pf-apPOL inhibitors, biochemical, fluorescence; inhibition, % at 10 µM; 210,000 tested, 0.25% active; Recombinant Pf-apPOL, molecular beacon fluorescence, 1.5 h
* hit, by the source's call; x = not tested or not shown; & = joins results of further samples. Rule as the data show it: active = inhibition above about 50%; inactive = the rest.

Start of the listing, in advance (five entries):
SMILES	mHTT CaM bind	Pf apPOL block
Cn1cccc1C(=O)NN=C(N)CSc1ccc(Cl)cc1	x	-9
Cc1cccc(-c2nc(CN3CCN(C(=O)c4ccccc4F)CC3)no2)c1	8	-2
O=S1(=O)CC(N2CCN(Cc3ccccc3F)CC2)CN1Cc1cn(Cc2ccc(Cl)cc2)nn1 (configuration not stated)	-7	-3
O=C(NCCO)O[C@@H]1C[C@H]2C[C@@H]1[C@H]1CCCCN1C2=O	-1	-4
Cc1ccc(CN2C(=O)NC3(CCN(C(=O)c4ccccc4)CC3)C2=O)cc1	1	-7

This part in full, from the start:
SMILES	mHTT CaM bind	Pf apPOL block
Cn1cccc1C(=O)NN=C(N)CSc1ccc(Cl)cc1	x	-9
Cc1cccc(-c2nc(CN3CCN(C(=O)c4ccccc4F)CC3)no2)c1	8	-2
O=S1(=O)CC(N2CCN(Cc3ccccc3F)CC2)CN1Cc1cn(Cc2ccc(Cl)cc2)nn1 (configuration not stated)	-7	-3
O=C(NCCO)O[C@@H]1C[C@H]2C[C@@H]1[C@H]1CCCCN1C2=O	-1	-4
Cc1ccc(CN2C(=O)NC3(CCN(C(=O)c4ccccc4)CC3)C2=O)cc1	1	-7
COc1cc(OC)cc(C(=O)N2CCN=C2N2CCCCC2)c1	-1	-3
CCCCCCCCCC(=O)NC(CN1CCOCC1)[C@H](O)c1ccccc1 (some centres not stated)	x	0
CC(c1ccccc1)n1c(SCc2cc(=O)oc3cc(O)ccc23)n[nH]c1=O (configuration not stated)	x	-2
CC1CCN(c2ncc3c(n2)CCC(C(=O)NCCC2=CCCCC2)C3)CC1 (configuration not stated)	1	-3
O=C(Nc1c2c(nn1-c1ccc(F)cc1)CS(=O)C2)c1cccs1 (configuration not stated)	4	-70
Cc1cc(-c2ccccc2)nc2c1C(=NO)CC(C)(C)C2	x	-2
Cc1ccc(-c2ccc(C(=O)NCc3ccccc3)o2)c2ccccc12	17	-7
COc1ccc(C(=O)CSC2=N/C(=C\c3ccc(O)c(OC)c3)C(=O)N2c2ccccc2)cc1	14	12
Cc1cc(C)c(S(=O)(=O)N2CCCC(C)(C(=O)NCc3cccc(F)c3)C2)cc1C (configuration not stated)	37	-5
CCOC(=O)c1cnc2cc(-c3ccc(Cl)cc3)nn2c1C	x	-2
CCc1cccc(NC(=O)NC2CCN(c3nc4ccccc4n(CC)c3=O)CC2)c1	-2	-1
COc1cccc(CCC(=O)N2CCn3c(C)nnc3C2)c1	-6	-2
COc1ccccc1CNC(=O)c1ccc2c(c1)nc(C)n2-c1cccc(C)c1	27	30
Cc1cccc(-n2nc3c(c2NC(=O)c2ccc(Cl)c([N+](=O)[O-])c2)CS(=O)(=O)C3)c1C	31	-5
Cc1ccc(N=Cc2cc3c(cc2[N+](=O)[O-])OCO3)c(C)c1	76*	2
O=C(c1ccccc1C(F)(F)F)N1CCN(c2nc(CN3CCOCC3)cs2)CC1	4	-2
CCOc1ccc(NC(=O)c2cc3n(n2)CCCN(Cc2ccccc2)C3=O)cc1	-4	0
COc1ccccc1C(=O)NC(=S)N1CCNC(=O)C1CC(=O)OCC1CCCO1 (configuration not stated)	9	4
COc1cc(Br)cc(C=Nc2ccc(-c3nc4ncccc4o3)cc2)c1O	20	1
COc1ccccc1-c1cc(C(=O)Nc2cnn(Cc3ccc(Cl)cc3Cl)c2)no1	4	-4
CCc1ccc(N2C(=O)C3N=NN(c4ccc(Cl)cc4)C3C2=O)cc1 (configuration not stated)	-8	-2
O=C(CN1C(=O)CCC1=O)Nc1nc2c(F)cc(F)cc2s1	-5	-10
COc1ccccc1NC(=O)c1c(NCc2ccncc2)sc2c1CCCC2	65*	-16
Cc1cc(C)nc(SCC(=O)NCC(C)NC(=O)CSc2nc(C)cc(C)n2)n1 (configuration not stated)	-8	-2
CC(=O)N1CCN(c2nc3c(s2)CC(C(=O)NCc2ccccn2)CC3)CC1 (configuration not stated)	23	-17
CC(=O)Nc1nc(CC(=O)NCC2CCCCC2)cs1	-8	-2
CC(C)C(O)(/C=C/C(O)(C(C)C)C(C)C)C(C)C	-20	-5
CCOc1ccc(-c2cc(C)n3nc(C(=O)Nc4ccc(Cl)cc4)cc3n2)cc1	-3	-1
O=C(CSc1ccccc1)N1CCc2ccccc21	-15	-5
CCOc1ccc(S(=O)(=O)N2CCc3c(nc(-c4ccc(OC)cc4)[nH]c3=O)C2)cc1	-3	1
O=C(c1cccnc1)N1CCC(c2nncn2-c2ccccc2)CC1	-10	0
N#CCNS(=O)(=O)c1ccc(Br)cc1	-6	x
CC(Cl)C(=O)N1CCC2(CC1)SCC(=O)N2c1ccc(Cl)cc1 (configuration not stated)	-9	2
Cc1cccc(-c2nc(C3CCN(C(=O)COc4ccc(Cl)cc4)CC3)no2)c1	80*	-1
CC1(C)CC(=O)C2=C(C1)c1c(ccc3ncccc13)NC2c1ccc(O)cc1 (configuration not stated)	2	-4
Cc1ccc(N=Cc2ccc(N(C)C)c([N+](=O)[O-])c2)cc1	6	4
C1CNC(c2nc(C3CC3)n[nH]2)C1 (configuration not stated)	-4	-1
Cn1nc(COc2ccc(F)cc2)c2c1CCN(S(=O)(=O)c1ccc(F)cc1F)C2	46	-3
CCN1CCN(C(=O)c2cc(-c3cccs3)nc3ccc(C)cc23)CC1	36	-3
O=C1OC(c2ccc(Cl)cc2)=N/C1=C\c1cccs1	2	0
COc1cc(CN2CCCC2c2cc(C(C)C)no2)cc(OC)c1OC (configuration not stated)	7	-2
Cc1cc(C(=O)Nc2c3c(nn2C)CCC3)no1	-10	-2
CC1(C)CCCC2=C1CC(C(=O)O)C(C(=O)N1CCc3ccccc31)C2 (configuration not stated)	26	-6
CCN1c2cc(C(N)=O)ccc2C(=O)N2CCCCC21 (configuration not stated)	0	-3
CN1C(=O)Cc2ccccc2C1C(=O)NCc1ccccc1 (configuration not stated)	-8	6
CC(=O)Nc1nnc(S(N)(=O)=O)s1	x	-3
N#CCc1ccc(N2CCC(O)=C3CCCCC32)cc1 (configuration not stated)	1	x
O=C(NCCC1=CCCCC1)C(=O)NC1CCCC1	-7&-4	2&1
O=C(Nc1nnc(SCc2cn3ccccc3n2)s1)c1nc2ccccc2s1	-5	0
Nc1cc(=O)nc(SCC(=O)Nc2nc3c(s2)CCCC3)n1-c1ccccc1	6	-2
O=C(CN1CCC2(CC1)N=C(c1ccc(Cl)cc1)C(=O)N2)Nc1cc(F)ccc1F	-7	2
CSc1n[nH]c(NS(=O)(=O)c2cccc(C(F)(F)F)c2)c1-c1ccccn1	x	-27
COC(=O)C1=C(N)Oc2c(oc(CO)cc2=O)C1c1ccc(C(F)(F)F)cc1 (configuration not stated)	25	0
CCCN(C(=O)c1coc(=O)c2ccccc12)c1ccc(CC)cc1	4	-4
COCCC1CCN(C(=O)Cc2ccsc2)CC1	-4	0

The list continues:
SMILES	mHTT CaM bind	Pf apPOL block
O=C(O)CN1C(=O)/C(=C2/SC(N3CCOCC3)=NC2=O)c2cc(Br)ccc21	0	2
CCN1C(=O)C(O)(CC(=O)c2ccc(OC)c(OC)c2)c2ccccc21 (configuration not stated)	-5	-5
COc1ccc(C)cc1NC(=O)CCC(=O)Nc1ccc2nc(N3CCN(C)CC3)cc(C)c2c1	11	-8
Cc1cc(NC(=O)CCCn2nc([N+](=O)[O-])cc2C)no1	-5	-11
C[C@@H]1C(c2ccccc2)=NN(c2ccc(Br)cc2)[C@H]1C(=O)N1CCOC1=O	-30	-9
CS(=O)(=O)Nc1ccc(C2=NN(C(=O)c3cccs3)C(c3ccco3)C2)cc1 (configuration not stated)	16	-7
CCSc1nsc2nc(=O)c(C=C3C=CC(=O)C(OC)=C3)c(N)n12	10	-7
Cc1cccc2c(C(N)=O)cc(-c3ccccc3)nc12	3	-1
CC(C)(C)NC(=O)c1ccc(CN2CCN(c3ccccc3)CC2)cc1	8	5
FC(F)(F)c1cccc(NCc2cn3cccnc3n2)c1	5	-1
Cc1ccc(C(=O)Nc2ccccc2C(N)=O)o1	6	4
O=C(Nc1ncc(Cc2cccc3ccccc23)s1)C1CC1	-18	2
COc1cccc(S(=O)(=O)NCC(=O)Nc2ccc3sc(C)nc3c2)c1	0	-6
O=C(Nc1cnc(N2CCCCCC2)nc1)c1ccsc1	2	-3
COc1ccc(C)c2sc(NC(=O)c3cc(C)no3)nc12	-9	-2

Compound profiles, from the list above. Order of screens: mHTT CaM bind	Pf apPOL block
Listed for CS(=O)(=O)Nc1ccc(C2=NN(C(=O)c3cccs3)C(c3ccco3)C2)cc1 (configuration not stated) = 16	-7
Listed for O=C(Nc1cnc(N2CCCCCC2)nc1)c1ccsc1 = 2	-3
Listed for Cc1cccc2c(C(N)=O)cc(-c3ccccc3)nc12 = 3	-1
Listed for Cc1cc(NC(=O)CCCn2nc([N+](=O)[O-])cc2C)no1 = -5	-11

(cont.)
SMILES	mHTT CaM bind	Pf apPOL block
O=C1NC(=O)c2cc(N=Cc3ccc(Cl)cc3Cl)ccc21	-1	-3
O=C(O)C1CC(=O)N(Cc2ccccc2)C(=Nc2ccc(Cl)cc2)S1 (configuration not stated)	5	-2
Cc1nc(C(=O)N2CCCC2)c(C)n1C1CCN(C)CC1	2	2
Cc1ccc(C)c(Cn2cnc3c(-c4cccc(F)c4)csc3c2=O)c1	-25	-1
NC(=O)c1nn(-c2ccccc2)nc1NC(=O)Cn1c(-c2nonc2N)nc2ccccc21	2	8
Cc1cc(C)n(CC(=O)N2CCCCC2c2nc(C3CC3)no2)n1 (configuration not stated)	0	-1
NC(=Nc1nc2c(c(=O)[nH]1)CCC2)Nc1ccccc1	1	-2
COc1ccc(/C=C2\N=C(c3ccccc3F)OC2=O)cc1	10	5
CC(C)(C)C1CCC(=NNC(=O)CCCC(=O)NN=C2CCC(C(C)(C)C)CC2)CC1 (configuration not stated)	3	x
Cc1ccc(CNC(=O)c2ccc(C)cc2Cl)cc1	-8	2
CC(=O)Nc1nnc(SCc2cc(=O)c(OC(=O)c3ccccc3[N+](=O)[O-])co2)s1	10	7
CN(C)CC1CN(C(=O)c2cc(F)ccc2F)CC12CCOCC2 (configuration not stated)	-6	-4
Cc1cccn2c(=O)c3cc(C(=O)NC4CCCC4)c(=N)n(CCc4ccccc4)c3nc12	-6	-9
CN(C)C(=O)C1CCCN(c2nnc3ccc(C(F)(F)F)cn23)C1 (configuration not stated)	0	0
CN(C)C(=O)CSc1nnc(-c2ccco2)o1	-5&0	-1

Part of the list above, reformatted:
| molecule | mHTT CaM bind | Pf apPOL block |
| --- | --- | --- |
| CCSc1nsc2nc(=O)c(C=C3C=CC(=O)C(OC)=C3)c(N)n12 | 10 | -7 |
| Cc1cccc2c(C(N)=O)cc(-c3ccccc3)nc12 | 3 | -1 |
| CC(C)(C)NC(=O)c1ccc(CN2CCN(c3ccccc3)CC2)cc1 | 8 | 5 |
| FC(F)(F)c1cccc(NCc2cn3cccnc3n2)c1 | 5 | -1 |

The list goes on.
SMILES	mHTT CaM bind	Pf apPOL block
CCC(CC)NS(=O)(=O)c1cccc(C(=O)O)c1	-1	2
O=C1Cc2ccccc2C1=C1Cc2ccccc2C1	x	12
COc1ccccc1NC(=O)C1=C(C)Nc2nnnn2C1c1ccncc1 (configuration not stated)	-2	5
Cc1cc(C)nc(N=C(N)Nc2ccc([N+](=O)[O-])cc2)n1	-1	1
Cc1cc(C)cc(N2C(=O)NC3CC2(C)Oc2ccc(Cl)cc23)c1 (configuration not stated)	13	11
CC(C)CCNC(=O)N1CCN(Cc2nc3cccnc3n2-c2ccc(F)cc2)CC1	2	-4
COc1ccc(Nc2ncnc3ccc(Br)cc23)cc1OC	5&9	0&-1
CC1(C)OC(C)(C)c2c1sc(N)c2C#N	3	x
O=C(CCc1ccc2nc[nH]c2c1)Nc1ccc2c(c1)OCCO2	-4	-2
CCCCNC(=O)C1CCN(c2ncccc2-c2nc(-c3ccc(C)cc3)no2)CC1	-10	-5
CCSc1ncnc2scc(-c3ccccc3)c12	-8	-2
CC(=O)c1sc(NC(=O)NCc2cccs2)nc1-c1ccccc1	-7	-4
COc1ccc(C=C2CSC(=Cc3ccc(OC)cc3)C2=O)cc1	23	0
O=C(NC1CCCC1)NC1CCN(C(=O)C2CC2)C1 (configuration not stated)	0	-2
CCOC(CC)c1ccc2c(c1)OCCO2 (configuration not stated)	1	8
O=C(NC1CCN(c2nnc3ccc(Cl)cn23)CC1)c1ccc(C(F)(F)F)s1	3	-3
CC(C)(C)OC(=O)C(C)(C)ONC(=O)Nc1ccc(Cl)cc1Cl	x	2
C[n+]1ccccc1/C=C1\Sc2ccccc2N1CCC(=O)O	7	-1
COCCCNC(=O)c1oc(=O)c2ccccc2c1-c1ccc(C)cc1	-3	-7
O=C1N(CCCN2C(=O)C3(OCCO3)c3ccccc32)c2ccccc2C12OCCO2	13	0
COc1cc(OC)cc(C(=O)N2CCC(C(=O)Nc3ccc(OCc4ccccc4)cc3)CC2)c1	6	-5
COc1ccc(-c2csc3c(=O)n(Cc4cccc(C(F)(F)F)c4)cnc23)cc1	-24	-1
Cc1cc(C(=O)Nc2c(Cl)cccc2Cl)no1	-1	-1
CC(=O)Nc1ccc(NC(=O)C(=O)NCCN2CCN(c3ccc(Cl)cc3)CC2)cc1	-10	-4
Cc1cc(CNC(=O)C2(c3ccc(F)cc3)CC2)c(C)o1	5	-4
CN1C2=C(C(=O)CC(C)(C)C2)C(c2ccc(O)c(Cl)c2)C2=C1CC(C)(C)CC2=O	6	2
CCN1CCN(C(=O)c2cnn3c(-c4ccc(C)c(C)c4)ccnc23)CC1	0	4
CC(C)(C)c1ccc(-c2nnc(SCC(=O)c3ccccc3)n2-c2ccc3c(c2)OCO3)cc1	x	3
CCCSCCCNC(=O)c1cnn2c3c(cnc12)CCCCCC3	-3	1
COc1ccc(C(=O)Nc2sc(Cc3ccccc3)c(C)c2C(N)=O)cc1	9	-5
COc1ccc(-n2nc3c(c2NC(=O)c2ccccc2C)CS(=O)C3)cc1 (configuration not stated)	-3	-6
CN(C)C(=O)CN(c1ccc(Oc2ccccc2)cc1)S(C)(=O)=O	0	-4
COc1cccc(C=C2Oc3c(ccc(O)c3CN3CCC(C)CC3)C2=O)c1	13	-22

Only part of the results is shown (hit frequency here may not be typical).
